# Assay outcomes as filed in PubChem.
# EPAC2 antag: EPAC2 (human) antagonism; Q8WZA2; Potency, µM (doses to about 114 µM), without a hit: top-dose activity, negative = inhibition, hits mostly inhibitors; EPAC2 GEF exchange of Rap1B-BODIPY-GDP, fluorescence; 0.18% of 360,000 active; further: potency means the concentration at half of the fitted maximal effect; on the % scale 0 is the no-effect control and ±100 the full control effect; nearly all actives have a fitted effect of over 45% in size; many of its hits are not listed in these tables
# EPAC1 ag: agonists of human EPAC1; O95398; EPAC1 agonist qHTS, biochemical assay; response scale: 100% = response to 6.5 mM cAMP; Potency, µM (highest dose often 154 µM), for the others: at the top dose activation, most hits filed as activators; 0.073% of 360,000 active; further: potency means the concentration at half of the fitted maximal effect; nearly all actives have a fitted effect of over 60% in size
# Target sequence (O95398 whole entry, looked up): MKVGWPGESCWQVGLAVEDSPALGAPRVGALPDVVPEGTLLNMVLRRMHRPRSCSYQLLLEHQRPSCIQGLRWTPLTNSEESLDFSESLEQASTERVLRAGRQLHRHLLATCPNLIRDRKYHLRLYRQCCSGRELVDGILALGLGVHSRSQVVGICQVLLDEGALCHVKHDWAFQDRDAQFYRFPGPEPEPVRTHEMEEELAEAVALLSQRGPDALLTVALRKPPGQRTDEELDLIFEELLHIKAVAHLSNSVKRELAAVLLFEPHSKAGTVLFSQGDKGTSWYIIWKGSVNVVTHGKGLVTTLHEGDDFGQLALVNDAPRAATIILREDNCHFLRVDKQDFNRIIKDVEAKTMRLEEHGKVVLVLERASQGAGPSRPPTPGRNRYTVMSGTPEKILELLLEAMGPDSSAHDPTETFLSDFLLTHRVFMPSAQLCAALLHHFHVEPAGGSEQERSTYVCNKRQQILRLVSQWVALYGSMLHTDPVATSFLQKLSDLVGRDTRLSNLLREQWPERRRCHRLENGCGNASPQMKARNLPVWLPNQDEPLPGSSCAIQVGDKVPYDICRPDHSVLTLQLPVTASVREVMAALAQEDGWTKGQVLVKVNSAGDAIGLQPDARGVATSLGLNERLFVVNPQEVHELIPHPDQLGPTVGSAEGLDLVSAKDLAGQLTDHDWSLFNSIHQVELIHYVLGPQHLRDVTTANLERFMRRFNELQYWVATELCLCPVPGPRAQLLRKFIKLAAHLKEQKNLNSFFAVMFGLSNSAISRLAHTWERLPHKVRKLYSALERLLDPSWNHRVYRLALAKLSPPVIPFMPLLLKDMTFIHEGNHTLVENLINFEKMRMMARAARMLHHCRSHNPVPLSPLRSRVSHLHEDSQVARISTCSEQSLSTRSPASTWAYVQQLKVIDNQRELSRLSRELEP
#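 Fluorescent GDP-exchange assay: 100 nM EPAC1 with 250 nM Rap1B preloaded with BODIPY-GDP and 50 uM GDP; compounds tested as concentration series, 5 min at room temperature, then read every 5 min for 30 min (ex 480/em 540 nm); normalized to 6.5 mM cAMP.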
# PI5P4K alpha inh: blocks human PI5P4K alpha kinase activity. P48426. PI5P4Kalpha enzyme, ADP-Glo luminescence, 60 min; stronger effect = lower value. max response, %. 1.2% of 330,000 active. AID 652105; active means max response of -50% or lower; inconclusive means between -30% and -50%; inactive means -30% or higher; further: value at the top dose of about 77 µM; on the % scale 0 is the no-effect control and ±100 the full control effect
#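 ADP-Glo luminescence end-point after a 60 min room-temperature kinase reaction. PI5P4Kalpha and substrate in HEPES pH 7.4 buffer with EGTA, 0.1% CHAPS and 5% DMSO; ATP at 5 microM final.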
# MmCpn inh: inhibitors of Methanococcus maripaludis chaperonin (MmCpn); purified Mm-Cpn ATPase, ADP Transcreener TR-FRET; 0.031% of 330,000 active; Potency, µM (highest dose often 76.9 µM), inactives show top-dose activity, negative = inhibition, actives largely listed as inhibitors; further: potency means the concentration at half of the fitted maximal effect; on the % scale 0 is the no-effect control and ±100 the full control effect; nearly all actives have a fitted effect of over 80% in size
#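 Quantitative HTS used 25 nM Mm-CPN and 10 uM ATP in magnesium/KCl Tris buffer, pH 7.4, with 1 mM DTT. Hydrolysis ran 30 min at 37°C; ADP was read by HTRF.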
# EPAC1 antagonist: antagonists of human EPAC1. AID 720709. O95398. 0.14% of 360,000 active. Potency, µM (top dose mostly 115 µM), inactives show at the top dose activity change, negative = inhibition, hits mostly inhibitors. EPAC1 GEF assay, Rap1b-BODIPY-GDP exchange fluorescence;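 further: potency means the concentration at half of the fitted maximal effect; plate controls were vehicle for no effect and positive control for full effect; nearly all actives have a fitted effect of over 50% in size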
# CCT modulator: modulators of cytosolic chaperonin (CCT/TRiC) activity; purified chaperonin ATPase assay, HTRF ADP detection, 30 min; activity change, % (test concentration not listed), hits read low; 0.3% of 360,000 active; AID 651819; in the data active means activity change below about -30%; further: on the % scale 0 is the no-effect control and ±100 the full control effect
#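 ATPase activity: ADP formed was measured by HTRF Transcreener (665/615 nm ratio) after 30 min at 37 deg C with 10 uM ATP. Compounds screened at one 76 uM concentration against 40 or 20 nM TRiC in Tris pH 7.4/KCl/MgCl2/DTT buffer.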
# WRN helicase inh: WRN helicase (human) inhibition; Potency, µM (doses to about 114 µM), inactives show at the top dose activity change, negative = inhibition, usual class: inhibitors; 0.46% of 360,000 active; WRN helicase unwinding, fluorescent forked duplex, kinetic; Q14191; further: potency means the concentration at half of the fitted maximal effect; on the % scale 0 is the no-effect control and ±100 the full control effect; nearly all actives have a fitted effect of over 55% in size
#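 WRN at 20 nM final was preincubated with compound for 15 min at room temperature; reaction started with 100 nM forked duplex oligonucleotide carrying fluorophore and quencher plus 2 mM ATP (final). Unwinding followed kinetically by red fluorescence (ex 525/em 598 nm).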
# PLK1 PBD inh: inhibitors of human PLK1 polo-box domain binding. P53350. AID 720504. Potency, µM, without a hit: max response, negative = inhibition, usual class: inhibitors. 2.8% of 360,000 active. Plk1 PBD binding of FITC phosphopeptide, fluorescence polarization; further: potency means the concentration at half of the fitted maximal effect; series mostly up to about 57 µM; on the % scale 0 is the no-effect control and ±100 the full control effect; nearly all actives have a fitted effect of over 65% in size
# Active calls of the source: *; ? = inconclusive; nt = not tested or not shown; [ ] = another dose, or the depositor's remark. Unless noted, the call rests on the fitted dose curve; in most records, active means well fitted curve in the direction sought with a large enough effect; inconclusive means small, poorly fitted or top-dose-only effect, or another doubt; inactive means no such curve, though single readings can be large; an effect the other way counts as inactive or inconclusive. Not all compounds are listed; count on the stated rates, not on these rows.
SMILES,EPAC2 antag,EPAC1 ag,PI5P4K alpha inh,MmCpn inh,EPAC1 antagonist,CCT modulator,WRN helicase inh,PLK1 PBD inh
O=C(NCCc1cn[nH]c1)c1ccc2oc(CCc3ccccc3)nc2c1,3%,12%,2,nt,-12%,-2.5,-2%,-20%
CCCCn1nnnc1C(c1cc2ccccc2o1)N1CCN(c2ccccc2F)CC1 (centres undefined),-19%,8%,-2,nt,4%,0.3,-4%,-6%
CCn1c(SCC(=O)NC2CCCC2)nnc1-c1c[nH]c2ccccc12,-5%,-9%,3,-8%,10%,-2.9,3%,-5%
CCOC(=O)C1=C(C)N=c2s/c(=C\C(=O)OC)c(=O)n2C1c1ccc(OC)cc1 (centres undefined),-3%,-2%,-5,0%,-5%,-2.0,-9%,-21%
Cc1nc2c(-c3ccc(F)cc3)c(C)nn2c(C)c1CCC(=O)N1CCN(c2ccc(F)cc2)CC1,-12%,3%,2,2%,5%,-0.5,-9%,3%
CCc1ccc(NC(=O)CNCc2ccc(OC)c(OC)c2)cc1,3%,11%,1,2%,7%,-3.7,-10%,-12%
CC(C)OC(=O)CSc1nc(-c2ccc(F)cc2)cc(C(F)(F)F)n1,-20%,-1%,5,-6%,-14%,-1.7,-12%,0%
COc1cnc(-c2ccccc2)nc1Oc1cccc(C)c1,-4%,19%,25,-9%,-14%,-0.4,-12%,-3%
C(=N\n1cnnc1)/c1ccc(OCc2cccc3ccccc23)cc1,-6%,-3%,0,1%,-26%,-0.5,-29%,-2%
COc1ccc(NC(=O)N2CCCC2C(=O)NCCc2ccccc2)cc1 (centres undefined),10%,3%,5,-6%,7%,4.6,10%,6%
COc1cc(SC)ccc1C(=O)Nc1ccccc1,-4%,19%,nt,-7%,-17%,-1.2,-8%,-8%
CC12CCC(=O)N1C(C(=O)Nc1cccc(F)c1)CS2 (centres undefined),-13%,6%,6,0%,2%,-0.6,-2%,-21%
CC1=CC(C)(C)N(C(=O)CN2C(=O)c3ccccc3C2=O)c2ccccc21,-3%,6%,nt,-3%,6%,0.6,-7%,3%
O=C(Oc1cccnc1)c1ccc([N+](=O)[O-])cc1Cl,1%,12%,3,1%,14%,0.1,-8%,?
COCc1cc(C)nc(Nc2cc(C)ccc2C)c1C#N,14%,-2%,nt,-12%,0%,2.8,-11%[57.1 µM],0%
CC(C)NC(=O)c1ccc(COc2cc(Cl)ccc2Cl)o1,-19%,5%,2,-1%,10%,-6.2,-4%,-6%
O=C(O)[C@H](Cc1ccccc1)NC(=O)N1CCCCCC1,15%,-6%,-8,1%,12%,-2.1,2%,2%
COc1ccc(Cc2nc3ccc(S(N)(=O)=O)cc3[nH]2)cc1OC,20%,-2%,-6,1%,2%,-3.8,-5%,-2%
COc1ccc(CN2CCNC(=O)C2CC(=O)NC2CCCCC2)c(OC)c1 (centres undefined),5%,-8%,-8,-5%,-5%,-1.7,1%,-4%
COc1ccc(C2SCC(=O)N2c2ccccc2)cc1 (centres undefined),-4%,3%,-1,-3%,1%,-2.4,-1%,-13%
COc1ccccc1CN(C)C(=O)CN1CCN(CC(=O)Nc2ccccc2Cl)CC1,12%,-6%,0,0%,13%,4.9,6%,1%
C=CCNC(=O)COC(=O)c1ccccc1C(=O)N(C)C1CCCCC1,1%,-12%,7,-5%,?,-4.4,-13%,-8%
Cc1cc(=O)[nH]c(N2CCN(C(c3ccccc3)c3ccccc3)CC2)n1,7%,-7%,1,-3%,2%,4.1,-19%,-8%
O=C(C=Cc1ccco1)c1ccc([N+](=O)[O-])cc1,7%,-1%,-13,nt,-3%,-2.1,7%,-13%
O=C(O)C1CCCN(S(=O)(=O)c2ccc3c(c2)OCCO3)C1 (centres undefined),13%,0%,0,-2%,10%,0.8,5%,-23%

# Overlap with the part before: 5 compounds, followed by the next part.
SMILES,EPAC2 antag,EPAC1 ag,PI5P4K alpha inh,MmCpn inh,EPAC1 antagonist,CCT modulator,WRN helicase inh,PLK1 PBD inh
COc1ccccc1CN(C)C(=O)CN1CCN(CC(=O)Nc2ccccc2Cl)CC1,12%,-6%,0,0%,13%,4.9,6%,1%
C=CCNC(=O)COC(=O)c1ccccc1C(=O)N(C)C1CCCCC1,1%,-12%,7,-5%,?,-4.4,-13%,-8%
Cc1cc(=O)[nH]c(N2CCN(C(c3ccccc3)c3ccccc3)CC2)n1,7%,-7%,1,-3%,2%,4.1,-19%,-8%
O=C(C=Cc1ccco1)c1ccc([N+](=O)[O-])cc1,7%,-1%,-13,nt,-3%,-2.1,7%,-13%
O=C(O)C1CCCN(S(=O)(=O)c2ccc3c(c2)OCCO3)C1 (centres undefined),13%,0%,0,-2%,10%,0.8,5%,-23%
COc1cccc(-n2c(Cc3cc(=O)[nH]c(=O)[nH]3)nnc2SCc2cccc(C(F)(F)F)c2)c1,4%[57.1 µM],-6%,3,-2%,-2%,-0.8,4%,-6%
COc1cccc(NC(=O)C(c2ccccc2)N2CCN(c3ccccn3)CC2)c1 (centres undefined),-1%,15%,-6,1%,-17%,-1.5,-8%,-11%
COC(=O)c1cc(CNC(=O)c2cccc(Cl)c2)ccc1OC,6%,-7%,9,0%,-9%,2.5,-7%,4%
O=C(Nc1ccc(S(=O)(=O)N2CCOCC2)cc1)c1cccc([N+](=O)[O-])c1,9%,1%,3,0%,-7%,-0.1,-9%,-12%
O=C(Nc1ccccc1Oc1ccccc1)C1CC1,3%,-1%,-5,2%,-2%,-0.4,1%,-7%
O=C(CC(=O)c1ccccc1)Nc1ccc([N+](=O)[O-])cc1,-6%,9%,2,nt,3%,-4.0,2%,-9%
COc1ccc(OCCCc2c(C)n[nH]c2C)cc1,-8%,9%,3,-1%,1%,-2.1,-15%,-13%
O=C(Nc1cccc(C(F)(F)F)c1)c1csc([C@@H]2C[C@H](O)[C@@H](CO)O2)n1,1%,-15%,-7,nt,-20%,-2.2,-2%,-8%
CCc1ccccc1NC(=O)/C(=C/c1ccccc1)c1ccccc1,6%,-8%,nt,-2%,10%,-0.9,-1%,-2%
Clc1ccc(OCc2nc3ccccc3[nH]2)cc1,-1%,2%,-3,2%,-13%,1.4,-24%,-5%
Cc1ccc(NC(=O)Cn2nnc(C(=O)NCc3ccccc3)c2N)cc1C,-5%,0%,-1,2%,-20%,0.6,-1%,-7%
CC(C)COc1ccc(C(=O)Nc2cc(S(=O)(=O)N3CCOCC3)ccc2N2CCCC2)cc1,-23%,-6%,3,-21%,-9%,-0.8,2%,-4%
Cn1cccc1C(=O)OCC(=O)NCc1cccs1,20%,0%,-6,3%,-3%,1.1,-15%,0%
CS(=O)(=O)N(Cc1ccc(Cl)cc1)c1ccc(C(=O)N/N=C/c2cc3ccccc3nc2Cl)cc1,8%,-3%,-2,2%,-9%,-5.0,-1%,-3%
CC(C)=CC(=O)OCC(=O)Nc1cc([N+](=O)[O-])ccc1F,-1%,3%,14,2%,15%,-0.5,-21%,-2%
CCc1ccccc1NC(=O)CCN1C(=O)c2ccccc2C1=O,3%,15%,2,1%,-11%,-7.4,2%,-7%
Cc1ccc(C(O)c2ccc(-n3ccnc3)cc2)cc1 (centres undefined),-1%,-3%,4,1%,13%,0.5,9%,-10%
COc1ccc(C(=O)N(c2ccccc2)C2C=CS(=O)(=O)C2)cc1 (centres undefined),4%,-1%,nt,1%,8%,-3.2,2%,-13%
O=C(COC(=O)/C=C/c1ccc(S(=O)(=O)N2CCOCC2)cc1)NCc1ccc(F)cc1,-7%,-13%,-1,-24%,-23%,-0.7,-3%,-1%
COc1ccc(OC)c(C2c3[nH]c4ccccc4c3C[C@H]3C(=O)N(C4CC4)CC(=O)N23)c1 (some centres undefined),-1%,-9%,1,1%,4%,0.5,1%,-10%
O=C(Nc1ccc(F)cc1)N1CCN2C(=O)c3ccccc3C12c1ccccc1 (centres undefined),-12%,7%,2,0%,?,-0.8,-19%,-4%
O=c1cc(C(F)(F)F)[nH]c2ccccc12,-6%,8%,2,0%,-15%,1.2,1%,0%
CC1CCN(S(=O)(=O)c2ccc(C(=O)N3CCCCC3C(=O)O)cc2)CC1 (centres undefined),5%,14%,-10,2%,13%,-4.1,6%,10%
C/C(=N\NC(=O)Cc1ccccc1)c1cccnc1,2%,8%,2,-1%,-8%,0.1,3%,-1%
CCCn1c2c(c(O)c(C(=O)Nc3ccccc3)c1=O)CCCC2,-1%,5%,6,1%,12%,0.9,-28%,-7%
# The list continues:
SMILES,EPAC2 antag,EPAC1 ag,PI5P4K alpha inh,MmCpn inh,EPAC1 antagonist,CCT modulator,WRN helicase inh,PLK1 PBD inh
COc1ccc(CC(=O)Nc2cc(C)ccn2)cc1OC,-5%,-1%,4,nt,-15%,-0.4,-2%,-1%
O=S(=O)(c1ccccc1)N1CCN(C2CCCCCCC2)CC1,-26%,3%,-1,0%,3%,0.5,-2%,-1%
COc1ccc(C(=O)OCC[N+]2(C)CCCCC2)cc1,9%,-3%,4,-2%,-2%,-1.7,2%,?
CCOC(=O)C1CCCN(CC(=O)N(C)c2c(N)n(Cc3ccccc3)c(=O)[nH]c2=O)C1 (centres undefined),13%,0%,-8,0%,-15%,-0.4,7%,-6%
CC(C)CN1C(=O)C(=O)N(CC(=O)NCCCc2ccccc2)C1=O,-20%,0%,-4,nt,5%,0.3,4%,8%
Cc1ccc(C)c(OCC(=O)N(Cc2ccccc2)c2c(N)n(Cc3ccccc3)c(=O)[nH]c2=O)c1,27%,18%,-14,nt,12%,-1.4,7%,-12%
CNC(=S)Nc1ccc(N2CCN(c3ccc(C(F)(F)F)cn3)CC2)nc1,-26%,-12%,-4,-2%,?,1.6,-21%,2%
CCC(=O)Nc1ccc(Cl)c(NC(=O)c2cccnc2)c1,-4%,7%,nt,0%,10%,0.2,0%,-7%
Cn1cc(-c2ccc(C(=O)NCc3cccc(Cl)c3)c3occc23)cn1,-23%,12%,2,nt,-5%,-2.1,-3%,-7%
COc1ccccc1S(=O)(=O)NCc1ccc(C(=O)N(C)Cc2ccc(F)cc2)cc1,2%,2%,6,0%,-31%,0.1,-3%,-4%
O=C(Nc1ccncc1)Nc1cc(Cl)ccc1Cl,0%,1%,-1,4%,-19%,-2.7,6%,-11%
CCCCCCCNC(=O)C1(CC2CC(c3cccc(Br)c3)=NO2)CCN(C(=O)OC(C)(C)C)CC1 (centres undefined),-23%,-4%,11,1%,-11%,-1.4,-3%,-2%
OC(COc1ccc(-c2ccccc2)cc1)CN1CCCCC1 (centres undefined),3%,4%,-5,nt,10%,-2.2,4%,-9%
